# KOR beta-arrestin-1 = KOR antagonists, beta-arrestin recruitment, cell-based, luminescence, uHTS (AID 1778); KOR beta-arrestin recruitment, luminescence, antagonist mode; higher % means a stronger effect; one-dose inhibition, % at 10 µM; IC50 in µM for titrated hits; hit rate 0.091% among 290,000; in the data active means inhibition above about 50%; further: strong numbers were not always called active
# GPR55 antagonists = GPR55 antagonists blocking LPI-driven arrestin recruitment, primary screen, imaging, U2OS, beta-arrestin-GFP, LPI agonist (AID 2013). U2OS GPR55 beta-arrestin-GFP translocation imaging, LPI antagonism; higher % means a stronger effect. inhibition, % at 10 µM, or IC50 in µM where a hit was titrated. hit rate 0.13% among 290,000;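 active means spots per cell inhibited over 60%, with over 100 cells counted and total cytoplasm intensity under 500,000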;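 further: U2OS cells stably carrying GPR55 and arrestin-GFP stimulated by 5 µM LPI near EC80; imaged beta-arrestin-GFP aggregate spots per cell after agonist stimulation; plate controls were LPI-stimulated DMSO wells for no effect and DMSO wells without LPI for full effect; some results filed as inactive read as strong as hits; confirmed hits need IC50 under 10 µM and bright autofluorescent wells are also inconclusive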
# West Nile antiviral = inhibition of WNV-induced cytopathic effect – cell-based, CPE readout (AID 1621); hit rate 0.02% among 290,000; one-dose CPE inhibition, % at 10 µM; IC50 in µM for titrated hits; West Nile virus-infected cells, CPE inhibition; higher % means a stronger effect; in the data active means a potency from the dose series; further: strong numbers were not always called active
# KOR beta-arrestin-2 = kappa opioid receptor activators – cell-based, luminescence, uHTS, primary screen (AID 1777) | hit rate 0.02% among 280,000 | KOR beta-arrestin recruitment, luminescence; higher % means a stronger effect | activation, % at 10 µM; hits with a dose series show EC50 in µM; in the data active means activation above about 50%, passing the limit was not always enough; further: a part of the inactive calls stands beside numbers as strong as those of hits
# Dengue-2 NS5 capping = Dengue-2 NS5 methyltransferase inhibitors, primary screen, biochemical, confirmation dose response (AID 588689). Dengue-2 NS5 methyltransferase capping enzyme assay, biochemical; higher % means a stronger effect. one-dose inhibition, % at 25 µM; IC50 in µM for titrated hits. hit rate 0.3% among 340,000; in the data active means a potency from the dose series
# GPR55 activation = GPR55 agonists via beta-arrestin recruitment, primary screen, imaging, U2OS cells, beta-arrestin-GFP redistribution (AID 1961); U2OS GPR55 beta-arrestin-GFP redistribution imaging; higher % means a stronger effect; activation, % at 10 µM, or EC50 in µM where a hit was titrated; hit rate 0.048% among 290,000;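 active means activation above 40% with more than 50 cells counted in the well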;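 further: U2OS osteosarcoma cells stably expressing GPR55 and beta-arrestin-GFP; plate controls were DMSO negative control for no effect and LPI positive control for full effect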
# HIV peptide binding = cell-free HIV fusion peptide-binding blockers – biochemical, uHTS, fluorescence dequenching, primary screen (AID 1986); hit rate 0.3% among 290,000; inhibition, % at 20 µM, or IC50 in µM where a hit was titrated; cell-free peptide binding, fluorescence dequenching, 30 min; higher % means a stronger effect; in the data active means inhibition mostly above about 52%, no sharp cut-off; inactive means mostly below about 76%; further: some results filed as inactive read as strong as hits
# NOD1 NF-kB reporter = inhibition of NOD1-driven NF-kB reporter – cell-based, luminescence, uHTS, primary screen (AID 1578). NOD1-driven NF-kB luciferase reporter cells, luminescence; higher % means a stronger effect. inhibition, % at 4 µM; hits with a dose series show EC50 in µM. hit rate 1% among 290,000; in the data active means inhibition mostly above about 36%, no sharp cut-off; inactive means mostly below about 34%;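 further: HEK-293T reporter cells stimulated with the NOD1 agonist gamma-tri-DAP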
# GPR35 arrestin U2OS = inhibition of zaprinast-stimulated GPR35 beta-arrestin translocation – imaging, U2OS, beta-arrestin-GFP, zaprinast agonist, primary screen (AID 2058) | U2OS GPR35 beta-arrestin-GFP translocation imaging, zaprinast antagonism; higher % means a stronger effect | hit rate 0.052% among 290,000 | inhibition, % at 10 µM; hits with a dose series show IC50 in µM;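 active means inhibition of at least 50% with at least 30 cells and total cytoplasm GFP at most 10,000,000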
# An asterisk follows results filed as active; / = not tested or not shown; [ ] = remark or other dose. Some of the compounds tested; the hit share may differ from the screen's.
SMILES,KOR beta-arrestin-1,GPR55 antagonists,West Nile antiviral,KOR beta-arrestin-2,Dengue-2 NS5 capping,GPR55 activation,HIV peptide binding,NOD1 NF-kB reporter,GPR35 arrestin U2OS
FC(F)(F)c1cc(-c2ccc(Cl)cc2)nc(NCc2cccnc2)n1,-18%,-6%,-1.2%,-1.2%,-7%,0.2%,0.8%,31%,-4%
Cc1cccc(NC(=O)CN2CCSc3ccccc32)c1,-2%,3%,-1.4%,3.7%,9%,-0.1%,-0.2%,-24%,-4%
COc1cc(OC)c(C(=O)CCC(=O)O)cc1OC,-9%,-5%,0.0%,-1.9%,-5%,-0.2%,-1.1%,-2%,-7%
Cc1ccccc1OCCn1c(=S)[nH]c2c(N)ncnc21,19%,15%,-1.1%,-5.5%,-6%,0.3%,-1.2%,-9%,13%
C/C(=N/NS(=O)(=O)c1cccc([N+](=O)[O-])c1)c1ccncc1,4%,8%,-0.4%,-4.9%,5%,0.0%,1.6%,-18%,12%
Cc1nc(N2CCN(C(=O)c3ccco3)CC2)[nH]c(=O)c1C,-4%,5%,-0.4%,0.3%,-6%,-0.1%,0.3%,-33%,-6%
O=C(NCCc1c[nH]c2ccccc12)C(=O)Nc1ccccc1,-4%,5%,-0.4%,-12%,-4%,0.2%,-1.9%,-41%,-7%
C=CCn1c(SCC(=O)O)nnc1-c1cccc(Cl)c1,18%,-2%,-0.1%,2.9%,-2%,0.2%,-1.0%,-29%,-5%
CCc1c(C)nc(SCC(=O)NC2CCCC2)[nH]c1=O,-38%,-8%,0.4%,3.0%,-3%,-0.2%,-0.1%,-35%,7%
Nc1nc(-c2ccccc2)c(N=Nc2cccc3ccccc23)s1,39%,0%,-0.6%,6.8%,-1%,-0.3%,-2.7%,-6%,1%
Cc1ccc(-c2cc(C(=O)N/N=C/c3c(C)nn(C)c3C)c3ccccc3n2)c(C)c1,-30%,8%,-0.5%,-2.5%,8%,0.3%,11%,8%,-4%
Cc1c(NC(=O)C2(c3ccc(Cl)cc3)CCCC2)c(=O)n(-c2ccccc2)n1C,-33%,21%,-0.7%,1.0%,-2%,-0.1%,0.9%,-18%,-4%
COc1cc2cc(C(c3nnnn3C3CCCC3)N3CCc4ccccc43)c(=O)[nH]c2cc1OC (centres undefined),-28%,6%,/,-3.0%,-2%,-0.3%,2.7%,-21%,17%
C=CCSc1ncccc1C(=O)NCCc1ccc(Cl)cc1,-13%,1%,-1.4%,-1.8%,-3%,-0.3%,-1.3%,-7%,2%
O=C(O)COc1ccc(Br)cc1/C=N\Nc1ccccn1,-49%[20 µM],-8%,0.0%,2.4%,7%,-0.2%,11%,-9%,-4%
c1ccc(Nc2ncnc3sc4c(c23)CCC4)cc1,-7%,11%,3.2%,1.4%,-5%,0.2%,-0.5%,32%,15%
COCCN(CCOC)c1nc(-c2ccc([N+](=O)[O-])cc2)nc2ccccc12,0%,5%,-1.3%,-4.9%,-14%,-0.1%,-1.0%,-14%,-4%
CC(C)COc1cccc(-c2cc(C(=O)N/N=C/c3ccncc3)c3ccccc3n2)c1,-78%,15%,-0.3%,2.4%,-1%,0.2%,0.1%,-89%,4%
COc1cccc(NC(=O)Nc2ccc3nsnc3c2)c1,0%,2%,-0.7%,-1.3%,-8%,0.4%,0.0%,-38%,1%
CCC(C)n1c(=S)[nH]c2c(sc3ccc([N+](=O)[O-])cc32)c1=O (centres undefined),12%,3%,-0.7%,2.9%,-3%,0.8%,1.8%,34%,-8%
O=C(Nc1ccc(OC(F)(F)F)cc1)c1cnc2n(c1=O)CCS2,6%,9%,-0.4%,-4.0%,-3%,0.7%,2.5%,-5%,-15%
O=C(NN1C(=O)c2ccccc2NC1c1ccoc1)c1ccccc1 (centres undefined),2%,0%,-0.3%,7.4%,-9%,-0.4%,2.7%,-33%,6%
O=C(O)c1ccc(S(=O)(=O)N2CCOCC2)o1,-22%,-9%,0.1%,4.5%,-6%,-0.3%,0.0%,-10%,-10%
O=C(Nc1ccc(S(=O)(=O)NCc2ccco2)cc1)C1CCCCC1,1%,11%,-1.0%,-1.1%,-11%,-0.1%,0.2%,-7%,15%
Cc1ccc([N+](=O)[O-])c(NC2OC(CO)C(O)C2O)c1 (centres undefined),-21%,5%,-0.4%,0.6%,-1%,0.0%,-1.4%,-35%,-2%
CCN1Cc2c(/C=C/c3ccccc3)nc3ccc(OC)cc3c2N(c2cccc(Cl)c2)C1,22%,40%,-1.1%,1.5%,3%,10%,28%,-5%,-1%
Cc1ccc(NC(CC(=O)c2ccccc2)C(=O)O)cc1Cl (centres undefined),-2%,7%,-0.5%,0.8%,29%,-0.2%,-0.4%,-3%,1%
CCn1nc(C)c(/C=N/NC(=O)Cn2nc(C)cc2C)c1C,-43%,-12%,-0.2%,1.5%,-10%,-0.2%,-0.4%,-21%,0%
CCn1c2ccccc2c2nnc(SCC(=O)NCCOC)nc21,27%,-3%,-0.1%,8.9%,-2%,0.2%,-2.0%,-6%,2%
FC(F)(F)c1cc(-c2cccs2)nc(N2CCOCC2)n1,-6%,8%,-0.1%,0.1%,1%,-0.1%,-2.1%,6%,-15%

# Of the compounds above, three have a CF3 group.
SMILES,KOR beta-arrestin-1,GPR55 antagonists,West Nile antiviral,KOR beta-arrestin-2,Dengue-2 NS5 capping,GPR55 activation,HIV peptide binding,NOD1 NF-kB reporter,GPR35 arrestin U2OS
FC(F)(F)c1cc(-c2ccc(Cl)cc2)nc(NCc2cccnc2)n1,-18%,-6%,-1.2%,-1.2%,-7%,0.2%,0.8%,31%,-4%
O=C(Nc1ccc(OC(F)(F)F)cc1)c1cnc2n(c1=O)CCS2,6%,9%,-0.4%,-4.0%,-3%,0.7%,2.5%,-5%,-15%
FC(F)(F)c1cc(-c2cccs2)nc(N2CCOCC2)n1,-6%,8%,-0.1%,0.1%,1%,-0.1%,-2.1%,6%,-15%

# Later entries.
SMILES,KOR beta-arrestin-1,GPR55 antagonists,West Nile antiviral,KOR beta-arrestin-2,Dengue-2 NS5 capping,GPR55 activation,HIV peptide binding,NOD1 NF-kB reporter,GPR35 arrestin U2OS
O=C(c1cc2ccccc2o1)N1CCCC1,8%[20 µM],4%,-0.4%,-0.1%,-6%,-0.1%,0.5%,-38%,-2%
Cc1cc([N+](=O)[O-])c(N2CCC[C@@H]2C(=O)O)c([N+](=O)[O-])c1,8%,23%,0.9%,-5.0%,-5%,-0.3%,1.4%,-10%,0%
CCOc1ccc(N(CC(=O)NCc2ccco2)S(C)(=O)=O)cc1,-19%,-11%,0.2%,5.9%,-9%,-2.3%,2.0%,33%,14%
Cc1ccc(C(C)(C)C)cc1S(=O)(=O)Nc1nc2ccccc2nc1Cl,-45%,-18%,1.0%,-1.8%,4%,-0.1%,34%,3%,3%
c1ccc(Cc2nnc3n2CCCCC3)cc1,-16%,48%,0.1%,3.3%,-6%,0.3%,2.5%,-1%,5%
O=C/C=C/c1coc2ccc3ccccc3c2c1=O,18%,16%,0.5%,-3.2%,/,-0.1%,-0.8%,1%,-9%
N#C/C(=C\c1ccc(N2CCOCC2)c([N+](=O)[O-])c1)c1nc2ccccc2[nH]1,0%,5%,1.2%,1.0%,-3%,-0.3%,-0.8%,-27%,-11%
Cc1c(/C(O)=C2/C(=O)C(=O)N(Cc3cccnc3)C2c2ccccn2)cnn1-c1ccccc1 (centres undefined),-43%[20 µM],5%,0.0%,-3.8%,0%,0.3%,0.8%,-10%,-12%
CCn1c(NC(=O)C(C)C)c(-c2ccccc2)c(=O)c2ccccc21,3%,9%,0.0%,3.3%,/,0.3%,1.1%,0%,-9%
O=C(Nc1nnc(-c2cccs2)s1)c1cccc(F)c1,3%,11%,0.4%,-0.2%,-2%,0.3%,0.1%,-26%,-7%
CCOc1cc(N2CCOCC2)c(OCC)cc1NC(=O)COc1ncnc2ccc(Br)cc12,13%,-10%,0.0%,-2.9%,-2%,-0.1%,2.2%,-6%,-1%
COc1ccccc1NC(=S)N(Cc1ccccn1)Cc1ccccc1Cl,18%,4%,-0.2%,-8.4%,-4%,-0.3%,-0.1%,-16%,6%
Cc1csc(NC(=O)CCC(=O)c2cccs2)n1,2%,10%,0.4%,-5.3%,-7%,-0.3%,4.8%,-25%,-2%
Cc1cc(C)c(C(=O)Nc2ccc(S(=O)(=O)Nc3ccccn3)cc2)c(C)c1,-47%,-23%,-0.7%,-2.2%,0%,0.2%,-0.6%,-9%,-11%
Cc1c(N=C2N=C(NC(=O)c3cccs3)c3ccccc32)c(=O)n(-c2ccccc2)n1C,-49%,49%,0.7%,-3.1%,-41%,-0.1%,75%*,-9%,0%

# Just HIV peptide binding, KOR beta-arrestin-1 and West Nile antiviral (four entries from above):
SMILES	HIV peptide binding	KOR beta-arrestin-1	West Nile antiviral
Cc1c(/C(O)=C2/C(=O)C(=O)N(Cc3cccnc3)C2c2ccccn2)cnn1-c1ccccc1 (centres undefined)	0.8%	-43%[20 µM]	0.0%
Cc1ccc(C(C)(C)C)cc1S(=O)(=O)Nc1nc2ccccc2nc1Cl	34%	-45%	1.0%
Cc1c(N=C2N=C(NC(=O)c3cccs3)c3ccccc32)c(=O)n(-c2ccccc2)n1C	75%*	-49%	0.7%
CCOc1ccc(N(CC(=O)NCc2ccco2)S(C)(=O)=O)cc1	2.0%	-19%	0.2%

# Other entries
SMILES,KOR beta-arrestin-1,GPR55 antagonists,West Nile antiviral,KOR beta-arrestin-2,Dengue-2 NS5 capping,GPR55 activation,HIV peptide binding,NOD1 NF-kB reporter,GPR35 arrestin U2OS
CCOC(=O)C1=C(N)Oc2cc(C)oc(=O)c2C1c1cccnc1 (centres undefined),-10%,6%,0.0%,-9.8%,2%,0.4%,-2.1%,-39%,-5%
COc1ccc(S(=O)(=O)N2CCCC(C(=O)NC3CCCC3)C2)cc1OC (centres undefined),-29%,-6%,-1.4%,-2.8%,-8%,-0.1%,-1.8%,-26%,-6%
COCCn1c(=O)[nH]c2cc(C(=O)N3CCN(c4ccccc4OC)CC3)ccc2c1=O,-12%,5%,0.2%,11%,2%,-0.1%,1.3%,10%,6%
C=CCc1cc(Cl)ccc1OCCOCCNC(C)(C)C,-10%[20 µM],-3%,-0.2%,-5.0%,0%,-0.1%,0.2%,-12%,-8%
CCN(C(=N)N=C(N)N)c1ccccc1,-15%,7%,-0.1%,0.6%,-6%,-0.2%,-0.5%,-39%,13%
COc1ccc(N(CC(=O)NC2CCCC2)C(=O)CCC(=O)Nc2cc(C)on2)cc1,15%,8%,-0.6%,-5.0%,-6%,0.0%,0.4%,-26%,1%
CCOC(=O)c1cnc(-c2ccc(C(F)(F)F)cn2)[nH]c1=O,-8%,-4%,0.4%,0.6%,/,0.5%,-1.0%,-11%,15%
CCCNC(=O)Nc1cc(C)on1,22%,-28%,0.2%,-4.5%,4%,-0.1%,3.2%,-6%,10%
Cc1ccc(-c2ccccc2)n1-c1ccc(C(=O)O)cc1,12%,9%,-0.7%,-3.3%,6%,-0.2%,2.6%,11%,10%

# Bioassay records (PubChem)
